Bioassay records deposited in PubChem by Sanford-Burnham Center for Chemical Genomics.
Mdm2 MdmX PPI = human Mdm2/MdmX binding inhibition; O15151+Q00987; SaOS-2 split-luciferase Mdm2/MdmX complementation, luminescence; inhibition, % at 8 µM; 3% of 330,000 active; AID 485346;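 active means inhibition of at least 50% at 8 µM in the primary screen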
TIM10 inh = growth inhibitors of TIM10 yeast strain; 1.4% of 330,000 active; S. cerevisiae TIM10 strain growth, BacTiter-Glo luminescence, 24 h; AID 463195; inhibition, % at 10 µM;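 active means inhibition of 40% or more at the single tested concentration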;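 further: wild-type TIM10 isogenic control strain grown at permissive 25 °C; 0% = DMSO yeast wells and 100% = minimal medium wells without yeast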
APJ ag = APJ receptor agonism | AID 2520 | CHO-K1 APJ PathHunter beta-arrestin, luminescence; 0% DMSO wells, 100% apelin | 0.11% of 330,000 active | activation, % at 20 µM | P35414;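 active means activation more than six SD over the plate average, tested at 20 µM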;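 further: 0% = DMSO alone and 100% = apelin-13 at 10 nM; some results filed as inactive read as strong as hits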
Target sequence (P35414 whole entry, looked up): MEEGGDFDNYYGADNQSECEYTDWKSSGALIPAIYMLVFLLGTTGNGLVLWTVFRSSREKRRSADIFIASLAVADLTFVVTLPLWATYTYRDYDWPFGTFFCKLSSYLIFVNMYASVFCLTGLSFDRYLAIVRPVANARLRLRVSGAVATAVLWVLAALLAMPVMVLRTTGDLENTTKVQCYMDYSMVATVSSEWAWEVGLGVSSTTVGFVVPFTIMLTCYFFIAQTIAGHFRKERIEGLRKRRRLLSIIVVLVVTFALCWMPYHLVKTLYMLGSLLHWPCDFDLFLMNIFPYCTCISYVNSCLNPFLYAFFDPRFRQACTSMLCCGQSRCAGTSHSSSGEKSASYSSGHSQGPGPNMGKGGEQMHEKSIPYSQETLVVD
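Material: CHO-K1 APJ beta-arrestin complementation cell line; Input: cell density 1000 per well; Incubation: compound stimulation 90 min at 25 °C, detection 60 min; Signal: luminescence from split beta-galactosidase complementation, Galacton Star/Emerald II substrate; Controls: DMSO-only wells as negative, 10 nM Apelin-13 as positive control.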
CXCR6 block = inhibitors of human CXCR6 receptor | CHO-K1 PathHunter CXCR6 beta-arrestin, luminescence | inhibition, % at 20 µM | 0.36% of 360,000 active | AID 602244; in the data active means inhibition above about 34%, passing the limit was not always enough;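 further: antagonist mode with CXCL16 agonist at 10 nM final; 0% = 10 nM CXCL16 with DMSO and 100% = unstimulated wells without agonist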
Target sequence (O00574 whole entry, looked up): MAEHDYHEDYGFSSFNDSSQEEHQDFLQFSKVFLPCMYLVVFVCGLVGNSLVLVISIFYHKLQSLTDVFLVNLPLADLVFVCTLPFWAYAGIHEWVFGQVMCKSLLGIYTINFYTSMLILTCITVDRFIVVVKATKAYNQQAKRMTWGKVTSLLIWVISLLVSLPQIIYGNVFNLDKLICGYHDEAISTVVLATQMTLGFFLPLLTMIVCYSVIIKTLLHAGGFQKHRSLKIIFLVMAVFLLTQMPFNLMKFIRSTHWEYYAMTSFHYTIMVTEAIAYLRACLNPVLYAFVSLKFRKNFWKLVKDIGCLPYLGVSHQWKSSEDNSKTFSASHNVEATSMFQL
tim10-1 inh = inhibits growth of tim10-1 mutant yeast. S. cerevisiae tim10-1 ts strain growth, BacTiter-Glo, 24 h. inhibition, % at 20 µM. 2.2% of 330,000 active. AID 463190;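 active means inhibition of at least 40%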;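 further: mutant grown at 25 °C; 0% = DMSO wells with yeast and 100% = wells holding no yeast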
XBP1 UPR activ = adaptive UPR (XBP1) activation. CHO-XBP1 luciferase reporter, IRE1-XBP1 UPR activation, luminescence; percent of tunicamycin response, DMSO as zero. activation, % at 20 µM. 0.33% of 330,000 active. AID 463104;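 active means versus positive control, 20 µM dose yields 30% or more activation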;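 further: 100% = tunicamycin at 10 µg/mL and 0% = DMSO only wells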
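Material: CHO-XBP1 cells stably carrying IRE1-XBP1-driven luciferase reporter | Medium: F12 with 10% serum | Compound dosing: 20 µM single concentration, DMSO 1% | Incubation: Overnight seeding at 37 °C, 6 h compound treatment at 37 °C | Detection: Steady-Glo luminescence read | Read-out basis: % activation of reporter signal versus tunicamycin and DMSO controls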
tim23-1 inh = tim23-1 yeast growth inhibition; S. cerevisiae tim23-1 growth, BacTiter-Glo luminescence, 24 h; inhibition, % at 20 µM; 1.3% of 330,000 active; AID 463212;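 active means growth inhibition of the mutant yeast at or above 50%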;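 further: temperature-sensitive mutant grown at 25 °C; plate controls were DMSO-treated mutant yeast for no effect and medium wells lacking yeast for full effect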
APJ antag = blocks the human apelin receptor APJ; AID 2521; P35414; CHO-K1 APJ beta-arrestin complementation, luminescence; inhibition, % at 20 µM; 0.32% of 330,000 active;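 active means inhibition above about 40% at 20 µM, limit read from the data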;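 further: cells challenged with 10 nM apelin-13 agonist together with compound; plate controls were apelin-13 plus DMSO wells for no effect and DMSO wells lacking apelin-13 for full effect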
UPR CHOP act = apoptotic UPR (CHOP) activation; CHO-CHOP luciferase reporter, luminescence; percent of tunicamycin response over DMSO baseline; activation, % at 10 µM; 0.34% of 330,000 active; AID 449763;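 active means at 10 µM dose, activation of 40% or more, normalized to positive control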;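 further: 100% = tunicamycin at 10 µg/mL and 0% = DMSO alone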
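System: CHO-CHOP luciferase reporter cell line; amount: 500 cells/well; buffer or medium: F12 medium containing 10% fetal bovine serum; incubation: 6 h compound exposure at 37 °C after overnight seeding; measured by: luciferase luminescence after 10 min with Steady-Glo reagent; evaluation: % reporter activation, DMSO baseline versus tunicamycin full activation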
Active calls of the source: *; x = not tested or not shown. Only part of the results is shown; count on the stated rates, not on these rows.

SMILES	Mdm2 MdmX PPI	TIM10 inh	APJ ag	CXCR6 block	tim10-1 inh	XBP1 UPR activ	tim23-1 inh	APJ antag	UPR CHOP act
CCN(CC)C(=O)N1CCN(S(=O)(=O)c2ccc(C)c(C)c2)CC1	11	2	1	-8	18	-2	16	4	-0.7
CC(Oc1ccc(C(=O)NC2CCCCC2)cc1)C(=O)O (stereo unspecified)	-5	4	-2	17	2	-3	-4	-13	2.1
COC(=O)c1[nH]c2ccc(C)cc2c1NS(=O)(=O)c1ccc(F)c(C)c1	8	22	-7	-1	36	-1	30	-20	0.7
Cc1ccc(O)c(-c2[nH]ncc2C(=O)c2ccc(Br)cc2)c1	15	10	-3	-2	25	1	31	7	-1.1
CC(=O)c1cccc(NC(=O)CN(Cc2ccccc2)S(C)(=O)=O)c1	12	-1	0	0	2	-3	-6	-3	-1.4
O=c1c2cnn(-c3ccccc3)c2ncn1Cc1cccnc1	-10	11	-2	7	8	-5	7	-2	-0.6
CC(C)[C@H](NC(=O)c1cccc(S(=O)(=O)N2CCCC2)c1)c1nc2ccccc2[nH]1	-3	6	-3	3	-1	-1	7	-6	-1.7
Cc1cccc(NC(=O)C2CCCN(c3ncnc4c3nc3n4CCCCC3)C2)n1 (stereo unspecified)	11	16	1	-6	22	0	32	-13	1.8
COc1ccc(NC(=O)NC2(C(=O)N3CCCC(C)C3)CCCCC2)cc1 (stereo unspecified)	-17	-4	-3	10	-4	-3	-7	14	-0.3
CCc1c(O)c(-c2ccccc2)c(=O)n(-c2ccccn2)c1-c1ccccc1	14	-20	3	-8	-23	1	-8	-15	0.8
CC(NS(=O)(=O)c1ccccc1)C1CC2CCC1C2 (stereo unspecified)	0	27	4	9	32	0	49	1	2.5
C=C(C)COc1ccc(-c2n[nH]c(C)c2-c2ccc(Br)cc2)c(O)c1	86*	29	-2	8	-41	14	48	-16	0.4
O=C(O)c1ccc(-c2noc(-c3ccc(F)cc3)n2)cc1	-110	3	-3	-8	5	-2	12	14	-2.0
O=C(c1cn[nH]c1)c1cc(F)ccc1O	21	1	2	7	17	2	16	-3	-3.1
COc1ccccc1NC(=S)NC1CCCCCCCCCCC1	50	8	-5	-8	25	3	10	13	1.1
Cc1ccc(N(C(=O)c2ccc(CN3CCOCC3)o2)C(C(=O)NCCC(C)C)c2cccs2)c(C)c1 (stereo unspecified)	16	-10	-4	0	12	-5	14	-1	0.9
CCOC(=O)C1CCCN(c2c(NCCc3ccc(C)cc3)c(=O)c2=O)C1 (stereo unspecified)	-24	-1	-3	1	16	0	-2	8	0.3
COc1cccc(CNC(=O)Cn2c(=O)c3cccn3c3ccccc32)c1	3	9	-5	3	18	-1	10	-14	-0.3
COC(=O)[C@H]1[C@@H](C)N(Cc2ccccc2)C(=O)N[C@H]1c1ccccc1	-19	8	-4	-4	9	-1	15	15	-1.1
CC(=O)c1ccc(OCCCC(=O)Nc2cccc(S(=O)(=O)N(C)C)c2)cc1	-6	4	3	3	11	-2	2	-40	-0.2
CCCCN(Cc1ccccc1)C(=O)C1CCN(Cc2sccc2C)CC1	-4	-3	-1	2	21	0	21	-5	-0.5
Cc1ccc(C)c(OCC(O)CN2CCC(CN3C(=O)c4cccc5cccc(c45)C3=O)CC2)c1 (stereo unspecified)	60*	17	-1	-4	3	-3	-8	6	2.7
COc1cc(Cl)c(C)cc1NC(=O)c1ccc2c(SCC(=O)O)c3c(nc2c1)CCCC3	17	5	-4	3	-8	4	-1	12	-1.8
Clc1cccc(Cl)c1COc1ccncc1	-4	7	-4	-5	2	-7	-1	-2	-2.2
Cc1cc(C)cc(NC(=S)NCCc2c[nH]c3ccccc23)c1	28	41*	-15	2	39	-2	-30	0	1.2
COc1cc(NC(=O)C(=O)Nc2ccc3nc4n(c(=O)c3c2)CCCCC4)cc(OC)c1OC	-4	5	-2	-8	3	2	-28	3	1.1
O=C(C1CC1)N1CCc2cc(Br)cc(S(=O)(=O)NCc3ccco3)c21	1	14	3	3	21	0	12	4	1.3
CN(C)S(=O)(=O)c1ccc(C(=O)N2CCC(c3nc4ccccc4o3)CC2)cc1	30	24	1	-3	24	1	25	2	-0.2
CC(=O)N/C(=C\c1ccc(Br)s1)C(=O)O	1	1	-3	-4	-12	-3	1	-1	-0.8
CCOC(=O)N1CCN(C(=O)Nc2ccc3nccnc3c2)CC1	17	-8	-1	-10	-8	1	7	9	-0.4
Cn1c(CC(=O)Nc2ccccc2)nnc1SCC(=O)c1ccccc1	34	-3	-2	-2	15	-5	16	15	1.9
O=C(COC(=O)c1ccc(N2CCCC2=O)cc1)c1ccc(OC(F)F)cc1	3	-2	-3	-3	-6	1	8	-19	2.5
Cc1c(CCOC(=O)c2ccc([N+](=O)[O-])cc2)sc[n+]1CC(=O)c1ccccc1	-10	3	-1	0	8	0	14	-5	0.7
CCCN(CCC)C(=O)c1ccccc1C(=O)N(CCC)CCC	20	26	-1	9	26	0	26	-9	1.5
Cc1ccc(C(C)C)cc1OCCn1cncn1	4	3	0	-17	-4	-2	4	15	3.1
O=C(c1cccc(S(=O)(=O)N2CCOCC2)c1)N(CCc1ccccc1)Cc1ccccc1	-13	19	-5	2	8	-3	32	7	-3.1

3 entries from above, with each value named.
O=C(c1cn[nH]c1)c1cc(F)ccc1O
  Mdm2 MdmX PPI: 21 | TIM10 inh: 1 | APJ ag: 2 | CXCR6 block: 7 | tim10-1 inh: 17 | XBP1 UPR activ: 2 | tim23-1 inh: 16 | APJ antag: -3 | UPR CHOP act: -3.1
Cc1cc(C)cc(NC(=S)NCCc2c[nH]c3ccccc23)c1
  Mdm2 MdmX PPI: 28 | TIM10 inh: 41* | APJ ag: -15 | CXCR6 block: 2 | tim10-1 inh: 39 | XBP1 UPR activ: -2 | tim23-1 inh: -30 | APJ antag: 0 | UPR CHOP act: 1.2
CCN(CC)C(=O)N1CCN(S(=O)(=O)c2ccc(C)c(C)c2)CC1
  Mdm2 MdmX PPI: 11 | TIM10 inh: 2 | APJ ag: 1 | CXCR6 block: -8 | tim10-1 inh: 18 | XBP1 UPR activ: -2 | tim23-1 inh: 16 | APJ antag: 4 | UPR CHOP act: -0.7

Later entries.
SMILES	Mdm2 MdmX PPI	TIM10 inh	APJ ag	CXCR6 block	tim10-1 inh	XBP1 UPR activ	tim23-1 inh	APJ antag	UPR CHOP act
CCOc1ccc(S(=O)(=O)NCc2cccs2)cc1	-9	8	-2	-8	23	3	21	-15	0.8
CC(=O)N(Cc1cc(=O)[nH]c2ccccc12)c1ccccc1C	-13	9	-2	-4	-4	3	17	12	1.9
O=C1NCCN1C(=O)N(c1ccccc1)c1ccccc1	5	7	2	-1	4	-2	14	13	1.4
O=C(Nc1ccc(C(=O)NCCCN2CCN(c3ccc(F)cc3)CC2)cc1)C1=CSCCO1	-1	2	1	-12	23	-1	13	6	1.5
Cc1c(NC(=O)Nc2ccc(C(C)(C)C)cc2)c(=O)n(-c2ccccc2)n1C	-6	-9	-2	1	10	-1	3	2	-0.7
O=C(c1ccco1)N1CCN(/C(=N/S(=O)(=O)c2cccs2)c2ccccc2Cl)CC1	-1	4	-4	-8	16	2	12	-6	-2.8
CCCCCn1c(SC(C)C(C)=O)nc2c1c(=O)[nH]c(=O)n2C (stereo unspecified)	19	-2	-1	-1	13	1	-1	0	2.4
CCCS(=O)(=O)NCCc1cc2c(C)ccc(C)c2[nH]c1=O	5	-4	1	3	1	-2	7	20	1.2
N#Cc1c(N)c(C#N)c(-c2ccc(O)cc2)c2c1CCCC2	21	12	-2	4	35	1	29	5	0.5
c1cc(OCCCN2CCCCC2)ccc1CN1CCCCC1	-13	1	-4	-9	-11	-3	20	12	-0.3
COc1ccc(CCNC(=O)CSc2ccc3ccccc3c2)cc1OC	-3	17	0	4	9	3	18	-2	0.9
O=C(Nc1ccccc1)C1CC(=O)n2ncnc2N1 (stereo unspecified)	-28	0	-4	-2	9	-1	7	23	-0.8
CN1CCN(CCn2c(=S)[nH]c3ccccc3c2=O)CC1	-11	10	-1	-1	3	0	0	11	1.9
C/C(NC1CCCC1)=C(/C#N)C(N)=O	-15	24	-1	-9	16	0	16	3	-0.7
Cc1cccc(Nc2nc(-c3sc(C)nc3C)cs2)c1	-19	36	-1	6	23	1	43	-3	5.7
Cc1ccc(-c2ccc(S(=O)(=O)Nc3cccnc3)cc2)cc1	27	-5	5	0	2	-3	9	4	-0.7
CCc1ccc2[nH]c(=O)c(C(c3nnnn3Cc3ccc(OC)cc3)N3CCOCC3)cc2c1 (stereo unspecified)	-11	7	-5	-2	7	0	17	13	-0.2
CN1CCN(c2ncnc3c2[nH]c2ccc(F)cc23)CC1	20	6	2	-22	-5	0	1	27	-1.1
O=C(O)/C(=C\c1ccco1)NC(=O)c1ccco1	-1	-8	-2	-8	-7	-3	-15	14	3.2
O=C(CN1CCC(n2nnc3cc(F)ccc32)CC1)NC1CCCCC1	-28	3	4	-2	10	1	27	-7	-1.3
Cc1c(OCC(=O)NCCCN2CCOCC2)ccc2c1oc(=O)c1ccccc12	10	8	-3	4	16	-3	16	17	1.9
O=c1nc(Nc2ccccc2)sc2ccc([N+](=O)[O-])cc12	-17	-13	-3	-5	8	-2	-6	-22	2.1
CCc1cc(=O)oc2c(C)c(OCC(=O)N3CC[C@@]4(O)CCCC[C@H]4C3)ccc12	12	2	-3	11	0	-2	3	-1	-0.4
O=C(N/C(=C/c1cccs1)C(=O)N1CCCC1)c1ccccc1	-15	5	2	2	4	4	15	-4	0.6
O=C(NCCCN1CCOCC1)C1CCN(S(=O)(=O)c2cccc(C(F)(F)F)c2)CC1	7	6	4	3	-8	-3	-2	-35	-0.7
Cc1ccccc1-c1cccc(CN2CCN(C)C(CCO)C2)c1 (stereo unspecified)	7	-42	-1	3	-32	-2	-22	-17	-1.6
CCOC(=O)c1nnn(-c2ccc(OC)cc2)c1N	-25	-3	0	1	8	1	-11	-9	1.9
Cc1ccc(NC(=O)N2CCCC2C(=O)Nc2ccc3c(c2)OCCO3)cc1 (stereo unspecified)	5	2	-4	-5	7	-2	19	4	0.1
COCCCNC(=O)CNC(=O)c1nn(-c2ccc(OC)c(Cl)c2)c(=O)c2ccccc12	-5	-8	-4	-10	12	0	13	-21	-1.5
CSc1ccccc1OCc1cc(C(=O)N2CCN(C)C(c3ccccc3)C2)no1 (stereo unspecified)	3	6	3	6	35	-4	48	2	-0.6
CC1CCN(S(=O)(=O)c2cccc(C(=O)NCc3cccs3)c2)CC1	14	-10	-3	-5	20	1	18	10	-3.1
COc1ccc(NC(=O)CS(=O)(=O)c2ccccc2)cc1	-17	8	1	3	2	2	10	-2	-0.4
COc1cccc2oc3cc(C#Cc4ccccn4)ccc3c(=O)c12	-84	24	1	x	29	4	38	-15	5.5
O=C(CSc1nc2ccc(NC(=O)c3ccccc3C(=O)O)cc2s1)Nc1ccc(F)c([N+](=O)[O-])c1	14	8	2	-8	-13	-4	-6	-12	3.2
Cc1ccc(NC(=O)CS(=O)CC(=O)N(CC(=O)NC2CCCC2)c2cc(C)ccc2C)cc1 (stereo unspecified)	6	-9	-2	5	-3	-4	-15	11	-0.8
